# Compound activity: PubChem BioAssay, Broad Institute
# SIRT5 block: inhibitors of human sirtuin-5 desuccinylase. 330,000 tested, 1.1% active. inhibition, % at 15 µM. AID 652115. Purified SirT5, succinyl-peptide AMC, trypsin-coupled fluorescence; in the data active = inhibition above about 15%
# Target sequence (Q9NXA8 whole entry, looked up): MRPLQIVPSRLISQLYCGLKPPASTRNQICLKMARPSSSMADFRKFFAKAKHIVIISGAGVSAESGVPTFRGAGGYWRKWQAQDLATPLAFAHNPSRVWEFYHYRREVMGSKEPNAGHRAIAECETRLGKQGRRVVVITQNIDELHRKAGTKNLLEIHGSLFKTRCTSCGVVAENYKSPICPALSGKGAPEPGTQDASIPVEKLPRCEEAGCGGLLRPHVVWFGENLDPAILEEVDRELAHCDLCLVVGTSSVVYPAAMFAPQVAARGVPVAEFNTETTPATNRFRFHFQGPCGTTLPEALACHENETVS
# Statin myotox sup: protects C2C12 myotubes from simvastatin toxicity; ATP luminescence, 48 h; scaled: DMSO 0, geranylgeraniol control 100; rescue of ATP level, % at 7.49 µM; 330,000 tested, 0.78% active; AID 602340;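 active = mean ATP rescue above about 67%, or every replicate alone reaching that limit, limit read from the data, passing the limit was not always enough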;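 note: myotubes were challenged with 10 µM simvastatin during compound exposure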
# ARNT TACC3 PPI: ARNT/TACC3 interaction disruption; inhibition, % at 9.99 µM; AID 623870; AlphaScreen His-ARNT PAS-B/GST-TACC3 binding, luminescence; TACC3 fragment carries E629A point mutation; Q9Y6A5; 390,000 tested, 0.66% active;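 active = mean inhibition of replicates at least 50% and at least half of replicates each reaching 50%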;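 note: 0% = complete ARNT plus TACC3 wells and 100% = ARNT alone without TACC3; many hits fall short of the cut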
# miR122 inh: miR-122 inhibition in Huh7 cells. Huh7 miR-122 Renilla luciferase sensor, 48 h; neutral wells = 0, positive control = 100. activation (reporter increase), % at 12.5 µM. 340,000 tested, 0.3% active. AID 602342;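 active = mean replicate activation score at least 90 and every replicate individually at or above 90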;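 note: higher luciferase means less miR-122 activity so hits act as miR-122 inhibitors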
# Cneo AK release: causes C. neoformans cell lysis | adenylate kinase release luminescence, 4 h; normalised: neutral wells 0, clomiphene wells 100 | lysis activity, % at 15 µM | 360,000 tested, 0.2% active;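 active = mean lysis activity across replicates of at least 80%, whatever share of replicates individually reach that level; inactive = mean lysis activity below 80%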
#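 Assay system: C. neoformans cells. Amount: yeast cell density of 5 × 10^6 cells/mL. Technique: AK luminescence. Buffer or medium: YPD. Times: static 4 h at 37 °C with compound, 1 h detection. Dosing: single-point compound dose. Read-out: lysis from increased AK signal.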
# esBAF inh: inhibitors of esBAF chromatin remodeling in mouse ES cells | Bmi1-luciferase knock-in reporter, 24 h; 100% = twice the neutral-well signal | reporter increase, % at 12.5 µM | 350,000 tested, 2% active; in the data active = activation above about 40%;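 note: 0% = median of the plate's neutral control wells and 100% = double that signal; a rise in the Bmi1 reporter signal indicates esBAF inhibition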
# ERp5 inh: ERp5 (human) disulfide isomerase inhibition; 350,000 tested, 0.05% active; Q15084; ERp5 insulin aggregation, absorbance 650 nm, 90 min; inhibition, % at 9.99 µM;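 active = mean replicate inhibition above about 25%, with every replicate also reaching it, limit read from the data, passing the limit was not always enough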
# Target sequence (Q15084 whole entry, looked up): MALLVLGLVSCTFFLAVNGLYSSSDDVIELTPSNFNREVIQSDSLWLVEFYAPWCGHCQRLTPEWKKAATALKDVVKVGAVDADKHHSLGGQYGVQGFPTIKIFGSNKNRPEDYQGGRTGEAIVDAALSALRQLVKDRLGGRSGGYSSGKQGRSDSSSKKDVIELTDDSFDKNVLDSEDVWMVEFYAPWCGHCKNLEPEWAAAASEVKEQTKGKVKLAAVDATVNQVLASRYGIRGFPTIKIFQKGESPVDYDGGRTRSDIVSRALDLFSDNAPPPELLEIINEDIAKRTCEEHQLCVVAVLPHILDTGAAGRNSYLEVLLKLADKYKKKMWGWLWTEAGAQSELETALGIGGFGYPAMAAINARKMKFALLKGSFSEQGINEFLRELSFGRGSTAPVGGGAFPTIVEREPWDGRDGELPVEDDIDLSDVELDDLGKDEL
# * hit, by the source's call; . = not tested or not shown; & = joins results of further samples; [ ] = dose if it differs, or a comment.
SMILES,SIRT5 block,Statin myotox sup,ARNT TACC3 PPI,miR122 inh,Cneo AK release,esBAF inh,ERp5 inh
CCCOc1cccc(C(=O)N(Cc2cccs2)C2CCS(=O)(=O)C2)c1 (stereo not drawn),.,0,-1,-2,-4,-8,.
CNC[C@H]1Oc2cc(C#Cc3ccccn3)ccc2S(=O)(=O)N([C@H](C)CO)C[C@H]1C,0,16,13,-6[16.7 µM],46,-4,10
Cc1c(C(=O)OCC(=O)N2CCCC(C)C2)oc2ccccc12 (stereo not drawn),6,-8,9,.,.,27,-2
CCOC(=O)C1(CCOc2ccccc2)CCN(Cc2cccc(OCCO)c2)CC1,-1,2,4,-3,2,-7,-4
COc1ccc(CCNC(=O)CCNC(=O)c2ccco2)cc1OC,4,9,-4,.,1,-6,0
O=C(c1cccc(-n2cnnn2)c1)N1CC=C(c2ccccc2)CC1,.,8,3,7,-2,4,.
COc1cc(S(=O)(=O)N2CCN(Cc3ccccc3)CC2)ccc1Br,.,17,-43,1,0,0,.
Cc1ccc(S(=O)(=O)CCc2nnc(NC(=O)C3CCCO3)s2)cc1 (stereo not drawn),.,.,0,5,0,-1,.
O=C(Nc1ccc(F)cc1)N1CCCCN2[C@H](CO)[C@H](c3ccc(C#Cc4ccccc4)cc3)[C@@H]2C1,-2,.,-7,6[16.7 µM],-2,.,-1
O=C(COC(=O)c1nc(Cl)ccc1Cl)c1ccc[nH]1,11,27,-15,-2,-1,.,0
COc1ccc(S(=O)(=O)Nc2ccc3c(c2)C(=O)N([C@H](C)CO)C[C@@H](C)[C@@H](CN(C)S(=O)(=O)c2cccs2)O3)cc1,-1,21,-2,22[16.7 µM],-1,-4,12
CCCCN(C)CCNC(=O)CSCc1ccc(C)cc1,1,-4,3,-2,1,2,6
COc1ccccc1NC(=O)N1C[C@@H]2[C@H](c3ccccc31)[C@H](CO)N2C(=O)c1ccccc1,2,12,-2,-25[16.7 µM],-1,2,1
CCN(CC)c1ncnc2c1ncn2[C@H]1CN(Cc2cc(OC)c(OC)c(OC)c2)C[C@@H](CO)O1,-3,1,.,-1,0,-4,10
CC(C)NC(=O)Nc1ccc2c(c1)CC(=O)N([C@@H](C)CO)C[C@@H](C)[C@H](CN(C)Cc1ccc3c(c1)OCO3)O2,2,-15,18,-2[16.7 µM],-3,-1,1
CC(=O)Nc1ccc(-c2ccnc3c2CC(C)(C(=O)Nc2ccc(Cl)cc2)O3)cc1 (stereo not drawn),-1,8,.,3,-3,-1,-1
COc1cc(S(=O)(=O)N2CCC(c3nc4ccccc4s3)CC2)ccc1S(=O)(=O)N1CC(C)CC(C)C1 (stereo not drawn),.,1,.,-4,-2,-3,.
CCN(CC)c1ccc(/C=N/n2c(=S)[nH]nc(C)c2=O)cc1,5,16,2,.,0,-4,-6
Cc1nonc1NC(=O)CSc1nnc(N)s1,-1,8,2,0,2,-3,2
O=C(COC(=O)/C=C/c1ccc(C(F)(F)F)cc1)NCc1ccco1,-3,2,-5,-4,3,5,6
CSc1cccc(NC(=O)c2ccccc2N(C)S(C)(=O)=O)c1,.,-10,1,2,2,5,.
Cc1n[nH]c(=O)c2c(NC(=O)CSc3cc(Cl)ccc3Cl)oc(C)c12,4,7,1,.,2,0,2
COc1ccc(S(=O)(=O)C(C#N)c2nc3ccccc3nc2N2CCCC(C)C2)cc1 (stereo not drawn),.,3,0,3,0,1,.
C[C@H](CO)N1C[C@H](C)[C@@H](CN(C)S(=O)(=O)c2ccc(C#N)cc2)OCc2ccccc2-c2c(n(C)c3ccccc23)C1=O,5,.,19,.,0,6,7
CN1C(=O)c2cc(NC(=O)Nc3cccc(Cl)c3)ccc2OC[C@@H]2O[C@H](CC(=O)NCCc3ccncc3)CC[C@@H]21,1,15,2,10[16.7 µM],-5,-5,-1
CCn1nc(C)c(CN2CCCCC2C(=O)Nc2ccc(Oc3cccnc3)cc2)c1C (stereo not drawn),.,-3,0,-5,0,3,.
COc1ccc(CN2C[C@H](O)COC[C@@H]3O[C@@H](CC(=O)N(C)C)CC[C@H]32)cc1,9,10,6,-2[16.7 µM],-1,-6,1
COc1cccc(CN2CCN(CCCc3ccccc3)C(CCO)C2)c1OC (stereo not drawn),-1,-2,.,.,0,6,1
Cc1ccc(C)n1-n1c(C)nc2scc(-c3cccs3)c2c1=O,.,-8,10,.,-3,-3,.
CC(C)C#Cc1ccc2c(c1)O[C@H](CN(C)Cc1cncnc1)[C@H](C)CN([C@H](C)CO)S2(=O)=O,3,-13,0,32[16.7 µM],2,2,2

# Arranged by formula weight (lowest first): part of the list above.
SMILES,SIRT5 block,Statin myotox sup,ARNT TACC3 PPI,miR122 inh,Cneo AK release,esBAF inh,ERp5 inh
CSc1cccc(NC(=O)c2ccccc2N(C)S(C)(=O)=O)c1,.,-10,1,2,2,5,.
COc1cccc(CN2CCN(CCCc3ccccc3)C(CCO)C2)c1OC (stereo not drawn),-1,-2,.,.,0,6,1
CC(C)C#Cc1ccc2c(c1)O[C@H](CN(C)Cc1cncnc1)[C@H](C)CN([C@H](C)CO)S2(=O)=O,3,-13,0,32[16.7 µM],2,2,2

# New compounds follow:
SMILES,SIRT5 block,Statin myotox sup,ARNT TACC3 PPI,miR122 inh,Cneo AK release,esBAF inh,ERp5 inh
CNc1ccc2nnc(C(F)(F)C(F)(F)C(F)(F)F)n2n1,2,4,0,-4,.,-3,1
CC(C)c1nc(SCC(=O)NC2CCCC2)c2ccccc2n1,-4,23,-2,1,1,12,4
CCCCC(c1nnnn1CS(=O)(=O)c1ccc(C)cc1)N1CCN(c2ccccc2)CC1 (stereo not drawn),.,.,-10,-8,-2,-22,.
COC(=O)C[C@H]1C[C@H]2c3cc(NC(=O)Nc4ccccc4F)ccc3O[C@H]2[C@H](CO)O1,1,-11,1,6[16.7 µM],11,-2,-22
CCC(C)c1ccc(OCCCCN2CCOCC2)cc1 (stereo not drawn),.,-34,-1,3,2,-7,.
O=C(O)COc1ccccc1/C=N/NC(=O)Cc1csc(Nc2cccc(C(F)(F)F)c2)n1,0,.,1,1,11,.,-3
O=C(Nc1c(-c2ccccc2)nc2sccn12)c1ccccc1,.,2,31,6,-1,3,.
CCOc1ccccc1CN1CCNC(=O)C1CC(=O)N(C)CCC1CCOCC1 (stereo not drawn),-2,13,2,3,0,-4,0
Cc1noc(C)c1S(=O)(=O)Nc1ccc2c(c1)C(=O)N([C@H](C)CO)C[C@H](C)[C@H](CN(C)S(=O)(=O)c1ccc(F)cc1)OCCCC[C@H](C)O2,1,.,-5,-7[16.7 µM],0,3,-3
COC(=O)c1ccc(=O)n(Cc2ccc3c(c2)OCO3)c1,.,11,6,2,.,-1,.
CC(NS(=O)(=O)c1ccccc1)C(=O)Nc1ccc(S(N)(=O)=O)cc1 (stereo not drawn),.,.,4,4,-8,-3,.
O=C(/C=C/Sc1ncn[nH]1)c1ccc(Cl)cc1,0,122*,-11,.,-3,-31,4
Cc1cccc(/C=N/NC(=O)Cn2nc(C)cc2C)n1,1,.,-2,-2,7,.,14
CNC(=O)C[C@@H]1CC[C@H]2[C@H](COc3ccc(NC(=O)Nc4ccc(F)c(F)c4)cc3C(=O)N2C)O1,1,-30,0,-25[16.7 µM],62,-2,-4
CCCN(CCC)CCCNC(=O)CNC(=O)c1nn(-c2ccc(OC)cc2)c(=O)c2ccccc12,-2,.,11,.,.,.,-2
COc1ccc2c3c(cccc13)C(=O)CC2,1,.,16,.,.,.,1
O=C(Nc1nc2nc(-c3ccccc3)cc(=O)n2[nH]1)c1ccccc1,.,-6,.,-4,0,-1,.
COc1ccc(S(=O)(=O)N2CCC(C(=O)Nc3cccc(C(C)=O)c3)CC2)cc1,.,-25,-3,-2,-1,-2,.
CSc1nsc(SC)c1C(=O)NC(=O)Nc1cccnc1,4,.,-6,.,.,.,1
O=C(Nc1cc(S(=O)(=O)N2CCOCC2)ccc1N1CCOCC1)c1c(F)cccc1Cl,3,-6,7,-1,2,8,-5
CS(=O)(=O)N1CCN(C2CCN(Cc3ccccc3)CC2)CC1,4,.,.,5,1,-1,1
CCN(CC(=O)Nc1cc(Cl)ccc1C)CC(=O)NC1CC1,.,-2,.,-4,1,3,-7
CC(C)c1ccc2c(c1)C(c1cccs1)=NNC(c1ccncc1)=N2,-2,0,0,-2,.,4,7
CC1CN(CC(O)COCc2ccc3c(c2)OCO3)CC(C)O1 (stereo not drawn),-4,5,-27,-5,-1,0,4
CN1C[C@@H]2[C@H](c3ccccc31)[C@@H](CO)N2C(=O)C1CCCCC1,-2,12,-3,-8[16.7 µM],-4,3,-2
O=C(NC(=S)N1CCN(C/C=C/c2ccccc2)CC1)c1ccco1,-4,.,1,.,.,.,-2
CC(C)NC(=O)N(C)C[C@@H]1Oc2c(NC(=O)Nc3ccc4c(c3)OCO4)cccc2C(=O)N([C@H](C)CO)C[C@H]1C,.,28,0,0[16.7 µM],-3,3,.
O=C(Nc1cccc(S(=O)(=O)NCc2ccco2)c1)c1ccc(Cl)cc1,-1,-11,3,.,-1,0,-6
CC(C)NC(=O)Nc1ccc2c(c1)C(=O)N([C@H](C)CO)C[C@H](C)[C@@H](CN(C)S(=O)(=O)c1ccc(F)cc1)O2,-3,8&-6,0&0,-1[16.7 µM],0&0,-5&-1,0&-1
O=C(C[C@@H]1C[C@@H]2c3cc(NC(=O)c4cccnc4)ccc3O[C@@H]2[C@@H](CO)O1)NCc1cccnc1,2,0,0,5[16.7 µM],0,2,2
C=Cc1ccc(COC(=O)c2cn(CC)c3nc(C)ccc3c2=O)cc1,-1,3,5,-6,1,-7,-2
Cc1ccc(CNC(=O)C2CC(c3ccccc3C(F)(F)F)=NO2)o1 (stereo not drawn),-5,-6,-6,-5,2,-4,3
CCCC(=O)Nc1ccc(S(=O)(=O)N2CCc3ccccc32)cc1,.,3,.,2,-2,5,2
Cc1c(CCOC(=O)C23CC4CC(CC(C)(C4)C2)C3)sc[n+]1CC(=O)c1ccccc1,-1,-7,24,5,0,9,-2
CC(C)c1ccc(C2NC(C(=O)O)CS2)cc1 (stereo not drawn),2,1,12,-6,-1,-5,-2
Cn1c(-c2ccsc2)c(-c2cccs2)c2cc(-c3ccc4[nH]ccc4c3)ccc21,2,-16,.,14,-1,4,4
C[C@@H]1CN([C@H](C)CO)C(=O)c2cccc(NS(=O)(=O)c3ccc(F)cc3)c2O[C@H]1CN(C)Cc1ccccc1,0,26,-10,-3[16.7 µM],-4,-3,5
CC1([N+](=O)[O-])COC2(OC1)C(=O)Nc1ccccc12 (stereo not drawn),2,6,20,-3,0,-1,4
O=C(COc1ccc2ccccc2c1)NCCNC(=O)COc1ccc2ccccc2c1,.,.,-2,-6,-1,.,.
O=[N+]([O-])c1ncn(Cc2c(Cl)cccc2Cl)n1,1,-10,-1,-3,.,4,3

# Among those listed so far, 2 have a nitro group on carbon:
SMILES,SIRT5 block,Statin myotox sup,ARNT TACC3 PPI,miR122 inh,Cneo AK release,esBAF inh,ERp5 inh
CC1([N+](=O)[O-])COC2(OC1)C(=O)Nc1ccccc12 (stereo not drawn),2,6,20,-3,0,-1,4
O=[N+]([O-])c1ncn(Cc2c(Cl)cccc2Cl)n1,1,-10,-1,-3,.,4,3

# Carrying on:
SMILES,SIRT5 block,Statin myotox sup,ARNT TACC3 PPI,miR122 inh,Cneo AK release,esBAF inh,ERp5 inh
Cc1cc(C)cc(OC(=O)C23CCC(C)(C(=O)O2)C3(C)C)c1 (stereo not drawn),3,8,-7,-3,6,0,-5
Cc1noc(C)c1NC(=O)Nc1ccc2c(c1)C(=O)N(C)[C@H]1CC[C@H](CC(=O)N(C)C)O[C@H]1CO2,-3,9,-10,-4[16.7 µM],-2,2,3
CS(=O)(=O)N1CCN(c2ccc(NC(=O)c3ccc(-c4ccc(Cl)cc4)o3)cc2)CC1,.,-111,.,-14,.,-2,.
C[C@H](CO)N1C[C@H](C)[C@H](CN(C)Cc2cncnc2)Oc2cc(/C=C/c3ccccc3)ccc2S1(=O)=O,6,11,7,-4[16.7 µM],-1,10,-4
CCC(CC)C(=O)NCc1ccc2c(c1)cc(C)n2C,.,29,-3,-21,-1,-17,.
Cc1ccc(C2(C)NC(=O)N(CC(=O)N3CC(=O)Nc4ccccc43)C2=O)cc1 (stereo not drawn),2,5,-11,-4,0,-5,0
